Cardiac RTF inh: cardiac RTF calcium desensitization | AID 493244 | IANBD-labeled cardiac RTF, Ca2+ fluorescence | inhibition, % at 7.15 µM | 340,000 compounds, 0.12% hits;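 active = inhibition above the mean inhibition of all tested compounds plus 3 SD, cut at about 17% in these data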;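 note: assay run at fixed EC70 calcium of 1.6 mM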
DSG3 Ab inh: blocks pemphigus antibody binding to human desmoglein-3; binding (percent of control), % at 10 µM; P32926; AID 588358; DSG3-coupled beads, scFv-anti-DSG3-GFP binding, flow cytometry; active compounds read low; 310,000 compounds, 0.48% hits;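 active = binding more than 3 SD below its plate's average and above zero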;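 note: hits lower antibody fragment binding to DSG3; some compounds called inactive have numbers as strong as hits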
Wnt bcat act: Wnt/beta-catenin pathway activation; Wnt/beta-catenin reporter cell assay, activator, plate reader; activation, % at 9.35 µM; 300,000 compounds, 1.2% hits; AID 743398; in the data active = activation above about 30%, passing the limit was not always enough;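 note: 0% = neutral control wells and 100% = positive control wells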
Keap1 Nrf2 FP: Keap1-Nrf2 (human) interaction inhibition; 340,000 compounds, 0.15% hits; Q14145; AID 504523; inhibition, % at 9.4 µM; Keap1 Kelch-Nrf2 peptide fluorescence polarization, 1536-well; in the data active = inhibition above about 12%;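 note: human Keap1 Kelch domain with fluorescein labeled Nrf2 9mer peptide probe; 0% = neutral control wells and 100% = peptide positive control; higher means more block of Keap1 binding to Nrf2 peptide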
MOR-DOR inv ag: inverse agonist of human OPRM1-OPRD1 heterodimerization; P35372+P41143; inhibition, % at 9.3 µM; 340,000 compounds, 0.21% hits; AID 504357; cell-based MOR-DOR heterodimer luminescence, inverse agonism; in the data active = inhibition above about 22%, passing the limit was not always enough;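 note: 0% = cells with DMSO and 100% = wells without cells with DMSO; values of inactives mirror those of a sister screen read the other way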
Target sequence (P35372 whole entry, looked up): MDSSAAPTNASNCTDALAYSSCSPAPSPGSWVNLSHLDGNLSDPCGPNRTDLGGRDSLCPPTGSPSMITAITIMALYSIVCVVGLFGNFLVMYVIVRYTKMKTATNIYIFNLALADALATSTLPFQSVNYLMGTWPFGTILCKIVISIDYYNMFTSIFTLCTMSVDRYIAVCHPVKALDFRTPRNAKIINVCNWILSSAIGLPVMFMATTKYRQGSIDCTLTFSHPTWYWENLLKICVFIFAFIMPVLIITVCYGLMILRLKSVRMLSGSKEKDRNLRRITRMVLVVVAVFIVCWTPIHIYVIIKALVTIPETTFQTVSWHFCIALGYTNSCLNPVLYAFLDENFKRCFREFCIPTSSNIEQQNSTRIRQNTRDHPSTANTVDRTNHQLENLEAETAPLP
Target sequence (P41143 whole entry, looked up): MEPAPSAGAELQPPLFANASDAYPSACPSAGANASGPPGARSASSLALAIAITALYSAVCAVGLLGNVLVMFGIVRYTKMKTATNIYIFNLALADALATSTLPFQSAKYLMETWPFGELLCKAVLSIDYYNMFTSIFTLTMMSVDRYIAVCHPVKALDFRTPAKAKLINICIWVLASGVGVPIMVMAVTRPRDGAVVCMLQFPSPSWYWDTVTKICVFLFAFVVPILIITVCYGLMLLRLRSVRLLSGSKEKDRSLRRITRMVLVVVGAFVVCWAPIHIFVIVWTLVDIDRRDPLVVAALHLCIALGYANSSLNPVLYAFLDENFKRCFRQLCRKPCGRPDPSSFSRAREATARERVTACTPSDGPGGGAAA
OPRM1-OPRD1 ag: OPRM1-OPRD1 heterodimerization agonism; cells, luminescence; activation, % at 9.3 µM; 340,000 compounds, 0.3% hits; in the data active = activation above about 18%;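 note: 0% = vehicle-treated cells and 100% = reference agonist; values of inactives mirror those of a sister screen read the other way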
Arrestin-AP2 inh: human beta-arrestin and AP2 interaction inhibition; inhibition, % at 10 µM; AID 504490; FITC-arrestin peptide / GST-AP2 beads, flow cytometry; AP2 beta2 appendage carries R879A mutation; 340,000 compounds, 0.31% hits;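 active = inhibition above a set limit, near 3 SD of compounds lacking own fluorescence, cut at about 54% in these data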;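 note: plate controls were DMSO wells for no effect and 5 µM unlabelled arrestin peptide for full effect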
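system = GST-tagged AP2 beta2-adaptin appendage (R879A) on 4 µm glutathione beads | reagent = FITC-labelled arrestin peptide probe, 50 nM final | schedule = compound with beads 12 min RT, then probe 1 h RT | signal = HyperCyt-sampled flow cytometry, FL1 channel, ex 488/em 535 nm | read-out = percent response from loss of bead-bound FITC fluorescence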
C-LANA FP: KSHV C-LANA DNA binding inhibition; inhibition, % at 9 µM; MBP-C-LANA/FAM-LBS DNA binding, fluorescence polarization; 340,000 compounds, 0.078% hits; AID 504423;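 active = highest replicate inhibition at or above 60% at 9 µM, even if other replicates fall short; inactive = all replicates below 60% inhibition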;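 note: 0% = neutral control wells and 100% = 4 µM acridine orange control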
V-ATPase pH: alters yeast V-ATPase proton transport. S. cerevisiae, pHLuorin cytosolic pH fluorescence. 350,000 compounds, 0.37% hits. response, % at 10 µM; in the data active = response mostly above about 7.3%, no sharp cut-off; inactive = mostly below about 5.4%; note: actives read high; inactives centre near 0; some compounds called inactive have numbers as strong as hits; reference of the scale not given here
cardiac RTF act: cardiac RTF calcium sensitization | IANBD-labeled TnC RTF fluorescence at EC20 calcium; 0% EC20 calcium, 100% full calcium | activation, % at 7.2 µM | 340,000 compounds, 0.24% hits | AID 493008;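 active = activation above the mean over all tested compounds plus 3 SD, cut at about 30% in these data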;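 note: rise in fluorescence read as greater calcium sensitivity of cardiac thin filaments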
* hit, by the source's call; nt = no result given.

SMILES | Cardiac RTF inh | DSG3 Ab inh | Wnt bcat act | Keap1 Nrf2 FP | MOR-DOR inv ag | OPRM1-OPRD1 ag | Arrestin-AP2 inh | C-LANA FP | V-ATPase pH | cardiac RTF act
CCS(=O)(=O)N1CCN(Cc2ccccc2OC)CC1 | -1 | 102 | nt | -1 | 10 | -1.6 | 7 | -0.5 | 3 | 4
COc1cccc(/C(C)=N/Nc2ncc(Cl)cc2Cl)c1 | 12 | 105 | nt | -3 | 11 | -2.2 | 10 | 1.6 | 2 | -2
CC1CCCN(CC(O)COc2ccc(S(=O)(=O)N3CCCC3)cc2[N+](=O)[O-])C1 (centres undefined) | -1 | 103 | 1 | -7 | 7 | -1.9 | 7 | -1.2 | -1 | 0
Cc1ccc(C(=O)OCc2nc3ccccc3s2)o1 | -10 | 98 | 22 | 1 | 15 | -2.8 | -6 | -0.7 | -1 | 1
CCN(c1ccccc1)S(=O)(=O)c1cc(C(=O)Nc2ccccc2Cl)ccc1F | 2 | nt | -3 | -6 | 5 | -1.0 | 2 | 0.6 | -3 | 0
COc1cccc(/C=N/NC(=O)c2cc(-c3ccccn3)nc3ccccc23)c1O | 2 | 103 | -1 | 1 | -8 | 1.5 | -4 | -1.6 | 2 | -8
COc1ccccc1C(c1c(N)n(C)c(=O)n(C)c1=O)C(C)[N+](=O)[O-] (centres undefined) | nt | 106 | 1 | nt | nt | nt | -9 | nt | 0 | nt
CCOC(=O)c1c(NC(=O)CCS(=O)(=O)c2ccccc2)sc2c1CCN(C(C)C)C2 | 1 | 102 | -1 | 0 | 11 | -3.3 | 6 | -3.7 | 3 | -1
O=C(COC(=O)c1ccc2c(=O)n3c(nc2c1)CCC3)Nc1ccc(OC(F)F)cc1 | 0 | 80 | 0 | -5 | 6 | -1.1 | 0 | 0.4 | 1 | 5
CCN(CC(=O)Nc1c(F)cccc1F)C(=O)c1cc(S(=O)(=O)N(C)C)ccc1N1CCCC1 | -5 | 116 | -4 | -4 | -3 | 0.5 | 28 | 2.5 | 1 | -5
CNc1nc2ccccc2n1/N=C/c1cccc(OC)c1OC | -1 | 103 | nt | -2 | 17 | -3.1 | 0 | -1.9 | -1 | -2
CC(=O)Nc1ccc(S(=O)(=O)N2CCN(Cc3cccnc3)CC2)cc1 | 3 | 104 | -1 | -1 | 3 | -0.6 | 3 | -2.8 | -1 | 2
COc1ccc(OC)c(S(=O)(=O)n2cccn2)c1 | -3 | nt | -1 | 2 | 12 | -2.0 | 19 | -0.1 | 2 | 0
N#CCC(=O)NC1CCC(CC2CCC(NC(=O)CC#N)CC2)CC1 (centres undefined) | -1 | 112 | 1 | -1 | 9 | -1.7 | 8 | 1.7 | -3 | -6
CC(=O)c1ccc(NC(=S)N2CCN(CCO)CC2)cc1 | -5 | 113 | -1 | -2 | 13 | -2.6 | 7 | -0.8 | 4 | 2
O=C(O)CNC(=O)c1ccccc1Br | -12 | 106 | 0 | -2 | 3 | -0.5 | 24 | -4.7 | 1 | 6
O=C(Cc1ccc(Cl)cc1)N1CCC2(CC1)NCCc1[nH]cnc12 | -2 | 102 | 3 | -2 | 18 | -3.3 | -6 | -2.2 | 1 | -2
COc1cccc(-n2c(C)nn(C)c2=O)c1 | 1 | 94 | nt | -7 | 13 | -3.0 | 4 | -1.7 | 1 | 0
COc1ccccc1C1CN=NC12CCCc1ccccc1C2=O (centres undefined) | 4 | nt | -5 | -5 | -17 | 2.7 | -4 | -1.5 | 2 | -4
CCOc1ccc(OCCOC(=O)CN(C)S(=O)(=O)c2ccc(NC(C)=O)cc2)cc1 | -7 | 100 | 0 | 2 | -7 | 1.0 | -10 | 0.2 | -1 | -4
Cc1cc(C)c2nc(SCC(=O)N(C)C3CCS(=O)(=O)C3)cc(C)c2c1 (centres undefined) | -12 | 90 | -2 | -1 | -5 | 0.7 | 2 | 1.6 | -2 | -5
Cc1c(Cl)cccc1NC(=O)CNC(=O)c1ccco1 | -1 | 115 | -3 | -2 | 14 | -2.9 | 34 | -2.0 | 3 | -7
CCc1nc(C)cn1S(=O)(=O)c1ccc2c(c1)OCCO2 | -4 | 99 | 1 | 0 | 15 | -2.9 | 13 | 1.9 | 0 | -2
S=c1[nH]nc(COc2ccc(Cl)cc2)n1C1CCCCC1 | 9 | 85 | -4 | -4 | -31 | 5.6 | 8 | -0.6 | 2 | 1
O=c1sc(N2CCN(c3ccc(F)cc3)CC2)nc2ccsc12 | -3 | 79* | 26 | 1 | 2 | -0.3 | -3 | -1.1 | -5 | 5
C=CCn1c(SCC(=O)NC2CC2)nc2sc(CC)cc2c1=O | -11 | 100 | 8 | 0 | 2 | -0.4 | 1 | -0.2 | 1 | 1
C/C(Cc1ccccc1)=N\NC(=O)c1ccc(F)cc1 | -7 | 87 | 1 | -2 | 13 | -2.1 | 1 | -0.7 | -2 | 0
O=C(Nc1ccc(S(=O)(=O)N2CCCC2)cc1)C1CCCN1C(=O)c1cccs1 (centres undefined) | -7 | 72 | -2 | -3 | 13 | -2.5 | -10 | 0.0 | -3 | 1
O=C(c1cc(Cl)nc2ccccc12)N1CCc2ccccc2C1 | 1 | 97 | -2 | 2 | 7 | -1.3 | 19 | -0.2 | 1 | 1
C[C@H](NC(=O)C1CCN(S(=O)(=O)c2ccccc2)CC1)C(=O)NCc1ccccn1 | -1 | 121 | 1 | -6 | 9 | -1.7 | -3 | -0.1 | 0 | 5
COc1ccc(CC(=O)Nc2ccc(C(=O)NC(C)(C)C)cc2)cc1OC | 5 | 101 | 0 | -5 | -25 | 4.8 | 13 | -0.1 | -2 | 3
C=CCn1c(SCC(=O)OCc2ccccc2)nc2c1c(=O)n(C)c(=O)n2C | 2 | 104 | nt | -4 | 0 | 0.1 | -2 | -1.5 | 2 | 0
COc1ccc(-c2nnc(NC(=O)c3cccs3)s2)c(OC)c1 | -10 | 93 | 6 | -6 | 9 | -1.7 | -3 | -1.1 | 1 | 5
Cc1ccc2c(c1Br)/C(=N/N1C(=O)c3ccccc3C1=O)C(=O)N2 | -8 | 94 | nt | -3 | 65* | -11 | -5 | -1.5 | 2 | 0
COc1cccc(C(=O)NC(=S)Nc2ccc3oc(=O)ccc3c2)c1 | -3 | 113 | -3 | -3 | 5 | -0.9 | 3 | 0.0 | 1 | 2
CN(C)CCC(Oc1ccccc1OCc1ccccc1)c1ccccc1 (centres undefined) | -6 | 116 | -1 | -4 | 0 | -0.1 | -7 | -0.2 | -4 | 3
C/C(=N\NC(=O)CN1CCN(Cc2ccccc2)CC1)c1ccncc1 | -2 | 107 | -2 | -1 | 13 | -2.5 | -10 | 0.4 | 6 | 9
Cc1cc(C)nc(-n2ncc3c2CC(c2ccc(F)cc2)CC3=O)n1 (centres undefined) | -2 | 96 | -1 | 1 | 7 | -1.6 | -9 | -0.8 | -3 | 3
COC(=O)C1=C(COc2ccc(C=O)cc2OC)NC(=O)NC1c1cc(C)ccc1C (centres undefined) | 3 | 89 | -4 | -5 | 9 | -1.5 | -4 | -1.3 | -1 | -9
COc1ccccc1N1CCN(C(=O)c2cccc(NC3=NC4CS(=O)(=O)CC4S3)c2)CC1 (centres undefined) | -4 | 97 | 9 | -2 | 2 | -0.4 | -5 | -0.3 | -5 | 0

2 compounds drawn at random from the list so far:
SMILES | Cardiac RTF inh | DSG3 Ab inh | Wnt bcat act | Keap1 Nrf2 FP | MOR-DOR inv ag | OPRM1-OPRD1 ag | Arrestin-AP2 inh | C-LANA FP | V-ATPase pH | cardiac RTF act
Cc1ccc2c(c1Br)/C(=N/N1C(=O)c3ccccc3C1=O)C(=O)N2 | -8 | 94 | nt | -3 | 65* | -11 | -5 | -1.5 | 2 | 0
COc1ccc(-c2nnc(NC(=O)c3cccs3)s2)c(OC)c1 | -10 | 93 | 6 | -6 | 9 | -1.7 | -3 | -1.1 | 1 | 5

The listing continues.
SMILES | Cardiac RTF inh | DSG3 Ab inh | Wnt bcat act | Keap1 Nrf2 FP | MOR-DOR inv ag | OPRM1-OPRD1 ag | Arrestin-AP2 inh | C-LANA FP | V-ATPase pH | cardiac RTF act
COc1ccc(-c2nc(CS(=O)CC(=O)NCCC3=CCCCC3)c(C)o2)cc1 (centres undefined) | -2 | 117 | 15 | -8 | -10 | 1.8 | 3 | -1.3 | 6 | 26
O=C(/C=C/c1cccs1)N1CCCC1 | -5 | 96 | 4 | 4 | 8 | -1.5 | 2 | 1.8 | 3 | -5
COc1ccc(N2C(=O)CC(NCc3cccs3)C2=O)cc1 (centres undefined) | -19 | 102 | -1 | -1 | 3 | -0.6 | 3 | -2.7 | 5 | -4
Cc1ccc(-c2n[nH]c(=S)n2/N=C/c2cccs2)cc1 | 2 | 105 | 0 | -1 | -10 | 1.8 | -20 | -0.1 | 2 | -4
Clc1ccc(-c2nnc(COc3ncnc4sccc34)o2)cc1 | 2 | 103 | -1 | 4 | 0 | -0.1 | -8 | -0.7 | -1 | 15
CCCCc1nc(N2CCOCC2)c(C#N)c2c1COC(C)(C)C2 | 1 | 107 | nt | 3 | -43 | 7.4 | -5 | -0.6 | -2 | 1
CN1C(=O)/C(=C/c2cc(N=Nc3ccccc3)ccc2O)SC1=S | -2 | 102 | nt | -2 | -4 | 0.8 | 5 | -0.5 | -1 | -2
Cc1ccc(OC(=O)c2cc(C)nn2C(C)(C)C)cc1 | -5 | 114 | 1 | -7 | -13 | 2.5 | -2 | -0.6 | 0 | 6
O=C1CCN(Cc2ccc(Br)cc2)CCN1[C@H](CO)c1ccccc1 | -4 | 108 | -4 | -7 | -15 | 2.7 | -1 | 1.4 | 8 | 11
Nc1nonc1-n1nnc(C(=O)N/N=C/c2ccc(OCc3ccccc3F)cc2)c1CNc1ccccc1 | 6 | 99 | 5 | -7 | 5 | -0.9 | -2 | -0.2 | 0 | -1
COc1ccccc1N1C(=O)C(=O)N(C)C1=O | 5 | 100 | -4 | -2 | 13 | -2.7 | 31 | 0.2 | 1 | -6
COc1ccc(C2=NN(C(C#N)c3ccc(OC)c(OC)c3)C(c3ccccc3)C2)cc1 (centres undefined) | 0 | 120 | 61* | -3 | -2 | 0.3 | -3 | -0.5 | 4 | 0
COc1ccc(S(=O)(=O)N(C)c2ccc(C(=O)NCc3ccccn3)cc2)cc1 | 4 | 104 | 1 | -3 | 20 | -3.7 | -4 | 0.1 | -4 | 1
CCc1cc2c(N3CCN(C(=O)c4ccco4)CC3)ncnc2s1 | -10 | 113 | -1 | 0 | 8 | -1.6 | -12 | -2.0 | -2 | 4
CCOC(=O)COc1ccc2c(=O)cc(-c3ccccc3)oc2c1 | nt | 106 | 0 | nt | nt | nt | 8 | nt | 1 | nt
CCCCCCOc1ccc(C(CC(=O)NC)C(=O)O)cc1 (centres undefined) | -3 | 96 | -1 | -1 | -4 | 0.7 | 19 | -2.8 | 0 | 4
NC1=NC2(CCCC2)n2c(nc3ccccc32)N1 | 4 | 89 | -1 | -4 | 7 | -0.9 | 0 | 0.0 | 1 | -8
O=C(NCCN1C(=O)C2C3C=CC(C3)C2C1=O)Nc1cccnc1 (centres undefined) | -6 | 98 | -1 | 0 | 4 | -0.8 | 12 | -3.9 | 3 | 0

Screening data as filed in PubChem.
